Screens as filed in PubChem BioAssay.
KB-3-1 cytotox: kills parental KB-3-1 adenocarcinoma cells. KB-3-1 viability, CellTiter-Glo ATP luminescence, 72 h. Potency, µM (titrated, usually from 46.1 µM), for inactives: top-dose activity change, negative = cytotoxic, hits mostly cytotoxic. 1.4% of 400,000 active. AID 1347075; note: potency is the fitted concentration of half-maximal effect; % is set by controls: 0 for no effect and ±100 for the full control effect; nearly all actives have a fitted effect of over 60% in size
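Screening of KB-3-1 cells (DMEM, 10% FBS, phenol-red free) ran from lowest to highest compound concentration; after 72 h at 37 °C viability was read luminescently and curves fitted.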
HT1080 IDH1KD tx: kills HT-1080 cells with IDH1 knockdown; HT-1080 IDH1 knockdown viability, ATP luminescence, 48 h; Potency, µM (top dose mostly 46.1 µM), inactives show at the highest dose activity, negative = toxicity, most hits filed as cytotoxic; 2% of 360,000 active;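 note: potency is the fitted concentration of half-maximal effect; 0% = DMSO wells and -100% = cell-free medium wells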
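CellTiter-Glo luminescence after 48 h compound exposure at 37 degrees C of IDH1-knockdown HT-1080 cells in 5% FBS RPMI. %Activity scaled between DMSO wells and cell-free media wells, with curves fitted and assigned curve classes.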
HEK293 tox: cytotoxicity counter-screen for GLP-1 receptor inverse agonists; Potency, µM (series often up to 38.3 µM), for inactives: at the top dose activity change, negative = inhibition, actives largely listed as inhibitors; HEK293 cAMP-luciferase reporter cells, luminescence, 24 h; 0.13% of 410,000 active; AID 624418;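 note: loss of luciferase light is scored as toxicity; potency is the fitted concentration of half-maximal effect; % is set by controls: 0 for no effect and ±100 for the full control effect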
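Compound-treated cells are incubated 24 hr at 37 deg C under 5% CO2 after a 12 hour attachment period, then luciferase detection reagent is added and luminescence is measured following 12 min at room temperature; lowered signal indicates toxicity.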
SW480 rereplic: induces DNA re-replication in SW480 colon adenocarcinoma cells. SW480 DNA re-replication, Hoechst DNA content imaging, 48 h. Potency, µM (highest dose often 46.1 µM), inactives show at the top dose re-replication activation, most hits filed as activators. 1.8% of 340,000 active; note: potency is the fitted concentration of half-maximal effect; % of control where 0% means no effect; nearly all actives have a fitted effect of over 55% in size
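Readout is total intensity of Hoechst-stained nuclei, excited at 405 nm and collected at 500-530 nm. Compound treatment lasted 48 hr at 37 C in 5% CO2 before staining.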
DRD3 agonist: D3 dopamine receptor (human) agonism. AID 652048. 0.58% of 410,000 active. D3R DiscoveRx beta-arrestin cells, luminescence, 90 min. max activation, %. P35462; in the data active = max activation above about 30%; note: 0% is about no effect; mostly tested at two doses, the higher about 12 µM
Target sequence (P35462 whole entry, looked up): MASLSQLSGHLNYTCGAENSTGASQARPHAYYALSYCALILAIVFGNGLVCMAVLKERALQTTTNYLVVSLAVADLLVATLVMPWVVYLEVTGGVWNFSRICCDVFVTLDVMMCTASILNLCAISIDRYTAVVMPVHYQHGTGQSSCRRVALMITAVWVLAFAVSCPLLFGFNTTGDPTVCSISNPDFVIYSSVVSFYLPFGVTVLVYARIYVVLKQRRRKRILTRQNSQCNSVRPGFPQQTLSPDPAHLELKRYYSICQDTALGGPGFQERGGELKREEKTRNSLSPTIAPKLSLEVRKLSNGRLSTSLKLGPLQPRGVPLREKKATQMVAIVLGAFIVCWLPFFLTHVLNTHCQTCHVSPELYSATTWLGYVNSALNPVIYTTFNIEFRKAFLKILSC
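Agonist-mode cell screen: cells plated at 1500/well and incubated overnight at 37 °C, then exposed to library compounds for 90 min at 37 °C. Detection reagent was added for 30–60 min at room temperature, and luminescence was read.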
KB-V1 cytotox: kills drug-selected multidrug resistant KB-V1 cells | AID 1347076 | 3.4% of 400,000 active | KB-V1 MDR cells viability, CellTiter-Glo, 72 h | Potency, µM (titrated, usually from 46.1 µM), without a hit: top-dose activity change, negative = cytotoxicity, usual class: cytotoxic; note: potency is the fitted concentration of half-maximal effect; % is set by controls: 0 for no effect and ±100 for the full control effect; nearly all actives have a fitted effect of over 60% in size
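KB-V1 MDR subline cells in DMEM (phenol-red free, 10% FBS) exposed to compounds in qHTS concentration series for 72 h at 37 degrees C. Viability read by CellTiter-Glo luminescence; concentration-effect curves fitted after normalization and correction.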
HT1080-NT tox: kills 2HG-producing HT-1080-NT fibrosarcoma cells; 1.6% of 360,000 active; AID 686970; HT-1080-NT fibrosarcoma viability, CellTiter-Glo ATP luminescence, 48 h; Potency, µM (highest dose often 46.1 µM), without a hit: at the highest dose activity, negative = less viability, actives largely listed as cytotoxic;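 note: NT is the 2HG producing partner of a matched IDH1 knockdown line; potency is the fitted concentration of half-maximal effect; 0% = DMSO-treated cells and -100% = media-only wells without cells; nearly all actives have a fitted effect of over 55% in size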
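Fibrosarcoma NT cells, 750 per well in 5% FBS RPMI, were exposed to compound for 48 hours. Viability: CellTiter-Glo luminescence.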
IL1B secr inh: blocks inflammasome-driven IL-1 beta release. activity change, % at 57.5 µM. THP-1 LPS/ATP IL-1B secretion, AlphaLISA, 16 h; stronger effect = lower value. 4.7% of 360,000 active; in the data active = activity change below about -50%; inconclusive = mostly about -30% to -49%; note: % is set by controls: 0 for no effect and ±100 for the full control effect
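Secreted IL-1B measured by AlphaLISA bead assay after 16 h compound exposure of THP-1 cells; compounds (final up to 57.5 uM) added 1 h before LPS (250 ng/mL) and ATP (1.25 mM) stimulation; lower signal means less secretion.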
MCF10A rereplic: inducers of DNA re-replication in MCF 10A breast cells; MCF 10A DNA re-replication, Hoechst nuclear intensity, 48 h; Potency, µM (titrated, usually from 46.1 µM), for inactives: at the top dose activity, positive = re-replication, most hits filed as activators; 2.9% of 350,000 active; AID 624296; note: potency is the fitted concentration of half-maximal effect; % of control where 0% means no effect; nearly all actives have a fitted effect of over 50% in size
* hit, by the source's call; ? = inconclusive; . = no result given; & = joins results of further samples; [ ] = another dose, or the depositor's remark. Unless noted, calls come from the whole dose curve; as a rule, active = well fitted curve in the direction sought with a large enough effect; inconclusive = small, poorly fitted or top-dose-only effect, or another doubt; inactive = no such curve, though single readings can be large; an effect the other way counts as inactive or inconclusive.

SMILES | KB-3-1 cytotox | HT1080 IDH1KD tx | HEK293 tox | SW480 rereplic | DRD3 agonist | KB-V1 cytotox | HT1080-NT tox | IL1B secr inh | MCF10A rereplic
COC(=O)c1ccc(N2CCOCC2)c(F)c1 | 8% | 8% | -3% | -1% | 1 | -16% | 7% | -7 | 0%
O=C(CC(c1ccccc1)c1ccccc1)NCCOCc1ccccc1 | 3% | -15% | -6% | 0% | -5 | -4% | -6% | -2 | 18%
O=C(c1ccc(NS(=O)(=O)c2ccccc2)cc1)N1CCOCC1 | 2% | 0% | 2% | 0% | 4 | -1% | -2% | -20 | 1%
CC(C)(C)C1CCc2c(sc(NC(=O)c3ccc(Cl)cc3)c2C(=O)NCc2ccco2)C1 (configuration not stated) | 6% | . | 3% | . | -13 | 17% | . | . | .
NC(=S)N/N=C/c1coc2ccc(Cl)cc2c1=O | 1% | 0% | 1% | 2% | -3 | 5% | 0% | 10 | 0%
CCCNC(=O)C1(C)CCCN(Cc2csc(-c3ccccc3)n2)C1 (configuration not stated) | ? | -4% | 14% | . | 45* | -9% | -27% | ? | .
CCC/C=C/c1ccc(CN2C(C)C(=O)N(Cc3cn(Cc4ccco4)nn3)CCS2(=O)=O)cc1 (configuration not stated) | -29% | -15% | 1% | . | 3 | -20% | -16% | ? | .
CC1(C(=O)NCCOc2ccccc2Cl)CC1(Cl)Cl (configuration not stated) | 0% | 0% | -10% | -1% | -3 | -5% | 9% | -9 | -11%
Cc1cc(C(=O)NCc2ccccc2F)cs1 | 0% | -1% | -4% | -14% | -4 | 6% | 16% | -4 | 11%
COc1ccc(CCC(=O)N/N=C(\C)c2ccc3c(c2)OCO3)cc1 | 0% | 15% | -1% | -3% | 0 | -22% | 0% | -3 | 7%
CC(C)c1nc2sc3c(N4CCCCC4)ncnc3c2c2c1CCCC2 | 13% | . | -14% | . | 11 | -2% | . | . | .
CC1=NC(=O)C(N=Nc2ccccc2)N1c1ccccc1 (configuration not stated) | -10% | -3% | -15% | 3% | -3 | -15% | -4% | 4 | -6%
O=C(CCc1ccc(O)cc1)c1c(O)cc(O)cc1O[C@@H]1O[C@H](CO)[C@@H](O)[C@H](O)[C@H]1O | 0% | 1% | -6% | -12% | 7 | -1% | 9% | 14 | -5%
COc1cccc(NC(=O)N2CCC(N3CCCCC3)CC2)c1 | 3% | 16% | -3% | -5% | -2 | 1% | 4% | 16 | 7%
CCNC(=O)C1(C)CCN(C(=O)c2cccc(OC(C)=O)c2C)C1 (configuration not stated) | 0% | 5% | 0% | . | 7 | 5% | 24% | 1 | .
CCC1CCCCN1CC(O)COCc1cccc(OC)c1 (configuration not stated) | 0% | 13% | -4% | -2% | -3 | 9% | 2% | -3 | -2%
CCN(CC(=O)Nc1cc(Cl)ccc1C)C(=O)C1CC(=O)N(Cc2ccccc2)C1 (configuration not stated) | -10% | -7% | -5% | 0.16µM* | -24 | 0% | -4% | -17 | ?
CCC1COCCS(=O)(=O)N1Cc1ccccc1 (configuration not stated) | -5%&1% | 0% | 17% | 3% | -16 | ? | 4% | 7 | -1%
Cc1c(Cl)cccc1NC(=S)NCC(O)c1ccccc1 (configuration not stated) | 1% | -11% | -3% | -3% | -4 | -23% | -9% | -7 | 0%
O=C(CN1CCCCCC1)Nc1ccccc1Cl | -2% | -2% | 10% | -4% | 0 | 4% | -2% | 25 | 11%
CC1CCN(C(=O)CSc2ccc(-c3cccc([N+](=O)[O-])c3)nn2)CC1 | 15% | 0% | -22% | 3% | 5 | ? | 0% | ? | 7%
Cc1cccc(Nc2ncnc3onc(-c4ccc(Cl)cc4)c23)c1C | -1% | . | 20% | . | -2 | -8% | . | . | .
Cc1c(NC(=O)CSc2ccc(Cl)cc2)cccc1-c1nc2cc(Cl)ccc2o1 | 14% | 3% | 13% | 0% | 5 | 1% | 8% | 19 | ?
CCCCc1nnc(NC(=O)CC(=O)Nc2ccccc2C(=O)O)s1 | 4% | 0% | 21% | -3% | 1 | 23% | 1% | -6 | 3%
COC(=O)CSc1ncc(S(=O)(=O)c2ccccc2)c(=O)[nH]1 | 12% | 15% | -2% | -11% | 8 | 17% | 18% | 20 | 5%

The list continues.
SMILES | KB-3-1 cytotox | HT1080 IDH1KD tx | HEK293 tox | SW480 rereplic | DRD3 agonist | KB-V1 cytotox | HT1080-NT tox | IL1B secr inh | MCF10A rereplic
CCc1ccc(CNC(=O)c2nn(-c3ccc(OC)c(Cl)c3)c(=O)c3c2c2ccccc2n3C)cc1 | -6% | . | 0% | . | -2 | 24% | . | . | .
COc1ccc(NC(=S)N(CCC(C)C)C2CCN(C(C)C)CC2)cc1 | -12% | 2% | ? | -5% | -16 | -9% | -4% | ? | -9%
Cc1cc(=O)n2c3c(cccc13)CCC2 | 12% | 3% | 10% | -12% | -6 | 3% | -1% | 16 | -3%
Cc1cccc(NC(=O)CSc2nc(C)c(Cc3ccccc3)c(=O)[nH]2)c1 | ? | -12% | 0%&-14% | ? | -4&8 | ? | -13% | 9 | ?
COc1cc(C(=O)NCC(c2cccs2)N2CCOCC2)ccc1OCc1ccccc1 (configuration not stated) | -5% | -12% | 2% | . | -1 | -31% | -2% | -26 | .
CCN1CCCCC(=N/O)/C(=N/O)CCCC1 | -10% | 8% | 0% | -1% | -3 | 5% | 5% | -15 | -3%
O=c1c(Cc2ccc(F)cc2)c(O)ccn1CC1CCCO1 (configuration not stated) | 6% | 4% | -7% | -77%[inhibitor] | 1 | 15% | -1% | 9 | 4%
CCOc1ccc(CCNC(=O)c2ccc(C)c(NC3=NC4CS(=O)(=O)CC4S3)c2)cc1 (configuration not stated) | 9% | -3% | -1% | -1% | -3 | 4% | 2% | 7 | -1%
COc1cc(C(=O)NCC(=O)N/N=C\C(C)=C/c2ccccc2)cc(OC)c1OC | ? | -27% | -15% | 14% | -8 | ? | -16% | -15 | 22%
O=C1NCCCc2c1no[n+]2[O-] | 6% | 9% | -22% | -1% | 6 | 3% | -5% | 22 | -2%
Nc1nc(-c2ccc(Br)cc2)cc(C(F)(F)F)n1 | 7% | -1% | 0% | 1% | -5 | 6% | 11% | 0 | 0%
CCn1c(O)c(/C=C/C=C/C=Nc2ccccc2)sc1=S | -8% | 3% | -15% | -1% | -16 | ? | -5% | -7 | 8%
CC(C)C1OC2c3cccc4cccc(c34)C2N1c1ccccc1 (configuration not stated) | -13% | -2% | 0% | -3% | -6 | ? | 2% | 9 | ?
CCNc1ccc(P(=O)(c2ccccc2)c2ccccc2)cc1 | 3% | 19% | -2% | 1% | -5 | ? | -1% | -6 | 16%
CCOC(=O)c1cc2c(ccn2C)n1CC(=O)N(Cc1ccccc1)c1ccc(F)cc1 | -9% | -2% | 11% | 18% | -30 | ? | -23% | 8 | ?
COc1ccccc1N1CCN(S(=O)(=O)c2c(C)sc3ncn(CC(=O)NCCN(C)C)c(=O)c23)CC1 | 11%&11% | 11% | 2%&13% | -5% | 3&-2 | -5%&14% | 2% | 22 | ?
COc1ccccc1/C=C/C=N\N1CCN(Cc2ccccc2Cl)CC1 | -17% | 10% | ? | 5% | -3 | 16µM* | 11% | -24 | ?
CCCCS(=O)(=O)c1oc(-c2cccs2)nc1S(=O)(=O)c1ccccc1 | 1% | . | -23% | . | -28 | -1% | . | . | .
CCOc1ccc(S(=O)(=O)Nc2ccc3c(c2)OCO3)c2cccnc12 | -1% | -7% | 27% | -1%[9.22 µM] | -5 | -17% | -9% | 0 | -10%
O=C(/C=C/c1ccccc1[N+](=O)[O-])Nc1ccc(S(=O)(=O)Nc2ncccn2)cc1 | 1% | -8% | -1% | 1% | 6 | 2% | -13% | 5 | 11%
O=C(OCc1cccc([N+](=O)[O-])c1)c1ccc2ccccc2n1 | 8% | 18% | 21% | -11% | 6 | 1% | 8% | 25 | 1%
CCOC(=O)c1ccc(NC(=O)CC2Nc3cc(C)c(C)cc3NC2=O)cc1 (configuration not stated) | -5% | . | -22% | . | -5 | 1% | . | . | .
CSCC[C@H](NC(=O)[C@@H]1Cc2ccccc2CN1)C(=O)NC(C)c1ccccc1 (some centres not stated) | 16% | 0% | -8% | 1% | -5 | -4% | 2% | -4 | -2%
O=C(O)c1oc2ccccc2c1CSc1ccccn1 | 10% | 6% | 3% | -16% | -3 | ? | 0% | -4 | 422%[0.0737 µM]
CC(C)n1nnnc1SCC(=O)Nc1cccc(F)c1 | -2% | 6% | -2% | -7% | 7 | 10% | -18% | -4 | 2%
Cn1c(N)c(C(=O)c2cc(-c3ccccn3)nc3ccccc23)c(=O)[nH]c1=O | 29% | 4% | -16% | 1% | -2 | 2% | 0% | 27 | 1%
Cc1cccc(C)c1NC(=O)CN(C)CC(=O)Nc1sc2c(c1C(N)=O)CCC2 | -4% | 5% | -5% | 6% | -4 | -6% | 2% | -14 | 8%
Cc1ccc(OCc2n[nH]c(=S)n2-c2ccccc2)cc1C | -9% | 2% | ? | -15% | 17 | -21% | 11% | 19 | -3%
Cn1c(SCc2ccc(C(=O)Nc3nccs3)cc2)nnc1-c1ccccc1 | 4% | 13% | 0% | -5% | -1 | -11% | 15% | -16 | 1%

A draw from above in order of molecular weight, ascending:
SMILES | KB-3-1 cytotox | HT1080 IDH1KD tx | HEK293 tox | SW480 rereplic | DRD3 agonist | KB-V1 cytotox | HT1080-NT tox | IL1B secr inh | MCF10A rereplic
O=C1NCCCc2c1no[n+]2[O-] | 6% | 9% | -22% | -1% | 6 | 3% | -5% | 22 | -2%
CC(C)C1OC2c3cccc4cccc(c34)C2N1c1ccccc1 (configuration not stated) | -13% | -2% | 0% | -3% | -6 | ? | 2% | 9 | ?
COc1ccc(NC(=S)N(CCC(C)C)C2CCN(C(C)C)CC2)cc1 | -12% | 2% | ? | -5% | -16 | -9% | -4% | ? | -9%
COc1cc(C(=O)NCC(c2cccs2)N2CCOCC2)ccc1OCc1ccccc1 (configuration not stated) | -5% | -12% | 2% | . | -1 | -31% | -2% | -26 | .
